# ATG4B inh – ATG4B protease inhibitors, primary screen, biochemical, fluorescence, uHTS; inhibition, % at 8.33 µM; 340,000 tested, 0.51% active; ATG4B cleavage of LC3-PLA2, NBD-HPC fluorescence, 1 h; Cysteine protease ATG4B (Homo sapiens), Q9Y4P1; in the data active = inhibition above about 40%
# Target sequence (Q9Y4P1 whole entry, looked up): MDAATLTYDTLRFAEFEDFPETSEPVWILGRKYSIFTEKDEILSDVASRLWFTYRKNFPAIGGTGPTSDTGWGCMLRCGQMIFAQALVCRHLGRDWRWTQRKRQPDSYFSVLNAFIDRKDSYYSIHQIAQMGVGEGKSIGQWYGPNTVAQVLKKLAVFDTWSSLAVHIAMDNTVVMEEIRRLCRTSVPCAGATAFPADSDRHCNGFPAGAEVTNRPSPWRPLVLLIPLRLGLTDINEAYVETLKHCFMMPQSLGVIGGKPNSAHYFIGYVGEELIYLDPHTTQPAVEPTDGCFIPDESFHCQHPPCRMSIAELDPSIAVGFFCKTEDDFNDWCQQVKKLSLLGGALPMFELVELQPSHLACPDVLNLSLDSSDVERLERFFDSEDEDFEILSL
# CXCR6 inh – CXCR6 receptor inhibitors, primary screen, cell-based, beta-arrestin, luminescence, CHO-K1 PathHunter, 1536-well; C-X-C chemokine receptor type 6 (Homo sapiens), O00574; 360,000 tested, 0.36% active; inhibition, % at 20 µM; in the data active = inhibition above about 34%, passing the limit was not always enough;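 note: antagonist mode with CXCL16 agonist at 10 nM final; 0% = 10 nM CXCL16 with DMSO and 100% = unstimulated wells without agonist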
# CCR6 antagonist – CCR6 receptor antagonists, primary screen, cell-based, CHO-K1, luminescence, beta-arrestin, uHTS; C-C chemokine receptor type 6 (Homo sapiens), P51684; CHO-K1 CCR6 PathHunter beta-arrestin, CCL20-stimulated; inhibition, % at 20 µM; 340,000 tested, 0.49% active;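 active = compounds whose inhibition of the agonist-driven luminescence signal at 20 µM reaches about 50%, limit read from the data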;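 note: cells stimulated with CCL20 at 14 nM final; plate controls were DMSO with CCL20 for no effect and DMSO without agonist for full effect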
# UBC13 inh – UBC13 polyubiquitin chain formation inhibitors, primary screen, biochemical, TR-FRET, uHTS | Ubiquitin-conjugating enzyme E2 N (Homo sapiens), P61088 | AID 485273, 2010 | 330,000 tested, 0.47% active | inhibition, % at 20 µM; in the data active = inhibition above about 45%, passing the limit was not always enough
# Target sequence (P61088 whole entry, looked up): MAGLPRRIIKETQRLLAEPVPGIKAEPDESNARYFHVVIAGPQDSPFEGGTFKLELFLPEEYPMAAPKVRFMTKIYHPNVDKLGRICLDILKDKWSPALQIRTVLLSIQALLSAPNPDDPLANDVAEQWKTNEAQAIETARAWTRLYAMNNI
# APJ antagonist – antagonists of human apelin receptor APJ, primary screen, CHO-K1 cells, beta-arrestin complementation, luminescence; P35414; inhibition, % at 20 µM; 330,000 tested, 0.32% active; AID 2521, 2010;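 active = inhibition above about 40% at 20 µM, limit read from the data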;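 note: cells challenged with 10 nM apelin-13 agonist together with compound; plate controls were apelin-13 plus DMSO wells for no effect and DMSO wells lacking apelin-13 for full effect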
# Target sequence (P35414 whole entry, looked up): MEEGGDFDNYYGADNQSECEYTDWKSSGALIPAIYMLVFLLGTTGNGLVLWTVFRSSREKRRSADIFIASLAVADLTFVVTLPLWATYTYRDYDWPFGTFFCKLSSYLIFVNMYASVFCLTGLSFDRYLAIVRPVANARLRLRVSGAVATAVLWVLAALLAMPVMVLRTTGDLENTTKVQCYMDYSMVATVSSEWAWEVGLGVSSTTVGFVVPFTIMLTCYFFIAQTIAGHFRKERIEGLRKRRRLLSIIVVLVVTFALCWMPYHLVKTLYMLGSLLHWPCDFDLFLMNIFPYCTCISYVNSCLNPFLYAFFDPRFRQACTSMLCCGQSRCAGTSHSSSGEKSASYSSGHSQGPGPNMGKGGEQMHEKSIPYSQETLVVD
# APJ agonist – agonists of human apelin receptor APJ, primary screen, CHO-K1 cells, PathHunter beta-arrestin, luminescence; activation, % at 20 µM; AID 2520, 2010; 0% DMSO wells, 100% apelin; P35414; 330,000 tested, 0.11% active;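 active = activation more than six SD over the plate average, tested at 20 µM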;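 note: 0% = DMSO alone and 100% = apelin-13 at 10 nM; some results filed as inactive read as strong as hits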
#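 Material: CHO-K1 APJ beta-arrestin complementation cell line; Input: cell density 1000 per well; Incubation: compound stimulation 90 min at 25 °C, detection 60 min; Signal: luminescence from split beta-galactosidase complementation, Galacton Star/Emerald II substrate; Controls: DMSO-only wells as negative, 10 nM Apelin-13 as positive control.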
# EBI2 antag – EBI2 receptor antagonists, beta-arrestin recruitment, primary screen, cell-based, luminescence, 7a,25-OHC stimulation, uHTS; 7a,25-OHC stimulated; inhibition, % at 5 µM; 360,000 tested, 0.81% active; AID 651636, 2012; in the data active = inhibition above about 38%;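 note: enzyme fragment complementation signal reports receptor beta-arrestin coupling in cells; 0% = agonist plus DMSO wells and 100% = wells without agonist; some results beyond the cut were filed as inactive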
# Gli-Sufu antag – Gli-Sufu pathway antagonists, primary screen, luciferase luminescence, Sufu-KO-LIGHT cells, uHTS; Sufu-KO-LIGHT fibroblasts, Gli luciferase reporter luminescence; inhibition, % at 5 µM; 340,000 tested, 0.74% active; AID 588413, 2011;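 active = inhibition above about 55%, limit read from the data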;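 note: 0% = DMSO-treated cells and 100% = wells with medium but no cells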
# Starred values were filed as active, the others as inactive; . = not tested or not shown.
# Every second line gives: ATG4B inh	CXCR6 inh	CCR6 antagonist	UBC13 inh	APJ antagonist	APJ agonist	EBI2 antag	Gli-Sufu antag
> CCCCCNc1nc(-c2ccccc2)nc(-n2ccnc2)n1
 : 8	2	3	-5	1	2	-5	6
> O=C1CC(c2ccccc2)=NN1c1ccccc1
 : 1	3	13	.	.	.	9	-21
> CCCC(=O)Nc1nnc(S(=O)(=O)N2CCCCCC2)s1
 : -6	3	10	-1	-45	-3	-11	1
> COc1nc(-c2ccc(C)cc2)ccc1-c1noc(-c2ccco2)n1
 : 5	2	-13	12	1	-6	18	-32
> CC(NC(=O)c1ccc(F)cc1Cl)C1CC2CCC1C2 (centres undefined)
 : 2	-2	28	2	5	1	-10	-20
> CCN(CC)CCNC(=O)C1CCN(S(=O)(=O)N2CCCCC2)CC1
 : -3	-15	7	8	10	-2	-10	12
> Cc1cccc(NC(=O)COc2cccc3c2CCN(C)C3=O)c1
 : 0	-9	13	2	-23	-1	7	38
> CCOc1cc(/C=N/n2nnnc2N)ccc1OCc1c(C)no[n+]1[O-]
 : 23	12	7	15	6	-1	16	9
> O=C(OCCCN1C(=O)c2ccccc2C1=O)c1ccco1
 : -4	-1	2	-9	14	0	0	-5
> CN(c1ccccc1)S(=O)(=O)c1cccc(NC(=O)c2nn(C)c(=O)c3ccccc23)c1
 : -13	5	5	5	12	8	-6	6
> COc1ncnc2c1oc1nc(C)c3c(c12)CC(C)(C)OC3
 : 11	-5	5	2	5	-3	-2	-5
> CCCCCC(=O)N1CCCC1
 : 0	0	2	.	.	.	-12	0
> O=C(NCC(c1ccco1)N1CCCCC1)c1cccnc1 (centres undefined)
 : 1	9	7	-9	17	-3	3	-3
> CC(=O)Nc1ccc(C(=O)/C=C/c2ccco2)cc1
 : 10	7	4	-3	1	-5	0	-5
> Cc1ccc(-c2nn(-c3ccccc3)cc2CN(Cc2ccccc2)C(=O)CCC(=O)O)o1
 : -4	0	1	-13	15	-4	-8	2
> CC(CCC(C)OC(=O)c1ccccc1C(=O)O)OC(=O)c1ccccc1C(=O)O (centres undefined)
 : 2	4	1	-1	-10	-3	-13	4
> Cc1cc(C)c(C)c(OCCOCCNCc2ccccc2)c1
 : -11	-4	1	16	6	-5	-4	9
> CC(C)(C)c1ccc(C(=O)N2CCCN(C(=O)c3ccc(C(C)(C)C)cc3)CC2)cc1
 : 28	-7	16	15	14	-3	4	8
> O=C(NCc1ccco1)/C(=C\c1ccco1)NC(=O)c1ccccc1Cl
 : -1	-4	9	4	-21	-3	-4	20
> COC(=O)CCCCNC(=O)Nc1ccccc1
 : -7	1	-4	0	0	-4	-3	-6
> CCN1C(=O)N(C)[C@@H](c2ccccc2)C(C(=O)OC)=C1C
 : -5	-6	1	-2	-8	-1	0	13
> COC(=O)N(NC(=O)C(O)(C(C)C)C(C)C)c1ccccc1
 : -8	0	12	-3	3	-2	6	15
> Cc1[nH]c2ccccc2c1C(=O)CN1CC(C)CC(C)C1 (centres undefined)
 : -7	-4	4	-6	-18	-2	3	20
> COc1ccc(CC(=O)NCCN2CCCC2)cc1
 : -7	-7	-2	-12	18	-2	-10	-31
> Cc1c(NC(=O)c2cc3ccccc3o2)c(=O)n(-c2ccccc2)n1C
 : -2	1	4	6	9	-5	-7	-1
> CC(=O)N1CCN(C(=O)CCN(c2ccccc2)S(=O)(=O)c2ccc(C)cc2)CC1
 : -7	4	3	2	15	-3	-4	7
> Cc1ccc(C(=O)Nc2ccccc2OC(F)F)cc1
 : 4	-4	9	12	17	-4	1	-13
> O=C(COC(=O)/C=C/c1ccccc1[N+](=O)[O-])Nc1ccc(OCc2ccccc2)cc1
 : 3	1	0	-16	-3	-4	-4	-69
> CCc1c(C)nc(SCC(=O)Nc2ccc(Br)cc2)[nH]c1=O
 : 0	5	1	-6	1	-1	-6	-9
> O=[N+]([O-])c1ccc(OCc2n[nH]c(=S)n2-c2ccccc2)cc1
 : 6	7	18	-13	5	-1	4	-8
> CCOC(=O)c1cc(C)sc1NC(=S)Nc1ccccc1
 : 3	0	5	18	10	14	9	-3
> CC1CCCCN1CCNC(=O)c1ccc2c(c1)N(Cc1ccccc1)C(=O)c1ccccc1S2(=O)=O (centres undefined)
 : 2	24	31	12	6	-4	1	40
> COc1ccccc1N1CCN(/N=C/C=C\c2ccccc2[N+](=O)[O-])CC1
 : 2	-11	16	-1	18	-4	11	-28
> COc1ccc2nc(NS(=O)(=O)c3ccc(NC(C)=O)cc3)sc2c1
 : -8	1	8	-3	4	0	-16	-1
> CCCCN(C)CCOc1ccccc1OCC
 : 0	6	3	-5	-23	-4	1	9
> O=C(CN1CCCCCCC1)N/N=C/c1ccc(F)c(F)c1
 : -1	-2	19	0	5	-4	-12	7
> Cc1cc(-c2ccc(C(C)C)c(S(=O)(=O)N3CCN(c4ccccn4)CC3)c2)on1
 : 0	-12	22	-12	-3	1	19	20
> COc1ccc(C(C(=O)NC(C)(C)C)N(CCc2ccccc2)C(=O)CCC(=O)Nc2cc(C)on2)cc1 (centres undefined)
 : -3	-2	9	-1	8	-1	-8	1
> O=C(CCC(=O)c1ccc(F)cc1)NCc1ccccc1C(F)(F)F
 : 2	2	-6	12	3	-5	-3	-4
> Cc1ccc(S(=O)(=O)NN/C(=N/S(=O)(=O)c2ccccc2)c2ccccc2)cc1
 : -4	-2	3	-12	1	-2	8	-21
> COc1ccc(CN(C)Cc2cc(=O)oc3cc(C)c(C(C)C)cc23)cc1OC
 : -4	-4	-1	-10	-15	-1	14	-19
> CC1(C)Nc2ccccc2N(Cc2ccc([N+](=O)[O-])cc2)C1=O
 : 2	-4	10	0	-3	-2	6	7
> CCCc1ccc(OCC(=O)Nc2cc(S(=O)(=O)CC)ccc2O)cc1
 : -1	1	3	-8	8	1	4	-3
> CC(C)(C)c1ccc(C(=O)NCCCNC(=O)c2cccnc2)cc1
 : 1	-6	-3	3	-3	0	2	17
> Cc1ccc(CN2CCC(n3nccc3NC(=O)c3ccc4c(c3)OCO4)CC2)o1
 : -3	-2	-2	-4	-1	-1	0	17
> Cc1ccc(N(CN2CCCC2=O)C(=O)c2ccc(OC(C)C)cc2)cc1
 : 5	-1	-4	-4	-7	1	-6	-3
> Cc1ccsc1C1Nc2ccccc2C(=O)N1O (centres undefined)
 : -2	5	7	18	4	-5	-7	2
> Cc1ccccc1OCC(=O)NCCCNC(=O)c1ccccn1
 : 0	-5	10	3	12	-1	-9	11
> S=C(NCCCn1ccnc1)Nc1ccc(Cl)cc1Cl
 : -10	-1	-4	6	14	-4	-2	5
> Cc1ccc(S(=O)(=O)N(C)C)cc1NC(=S)N1CCc2ccccc21
 : -8	-6	12	-5	-15	1	1	-11

# Remaining list, next part:
# Every second line gives: ATG4B inh	CXCR6 inh	CCR6 antagonist	UBC13 inh	APJ antagonist	APJ agonist	EBI2 antag	Gli-Sufu antag
> O=C1COc2ccc(S(=O)(=O)Nc3ccc(OC(F)(F)F)cc3)cc2N1
 : -1	-15	-5	-6	2	-2	-1	-1
> Cc1cc(Nc2ccc(F)cc2Cl)n2nc(C)nc2n1
 : -3	4	-1	-1	21	-3	-10	4
> CN1CCN(C(=O)C2CC(c3ccc(F)cc3)=NO2)CC1 (centres undefined)
 : -4	-2	1	-2	-37	-3	-4	-10
> Cc1ccc(S(=O)(=O)N2CCCCC2)cc1C(=O)NC1CC(C)(C)NC(C)(C)C1
 : -4	-9	2	1	-2	9	-7	3
> CNc1snc(C)c1C(=O)OCC(=O)c1ccc(OC)c(F)c1
 : -2	4	14	3	0	-2	-4	10
> CC(=O)Nc1ccc(S(=O)(=O)N(CC(=O)Nc2cc(C)on2)Cc2ccc(F)cc2)cc1
 : -10	-6	-1	18	-8	-6	-3	3
> CCc1cccc(C)c1NC(=O)COC(=O)CNC(=O)c1cccs1
 : -2	3	5	-8	12	-3	5	-7
> CC(C)(C)c1ccc(CN2C(=O)c3ccccc3S2(=O)=O)cc1
 : 5	-2	24	0	-12	0	7	38
> Cc1cnc(C(=O)OCC(=O)Nc2ccc(Cl)cc2)cn1
 : 4	-1	-1	0	10	-1	-15	16
> O=C(C1=C[C@H](C2CCCCC2)C[C@H](OCc2ccc(CO)cc2)O1)N1CCOCC1
 : -15	-7	10	6	-4	2	6	3

# 2 entries picked at random from the list so far, as already listed:
# Every second line gives: ATG4B inh	CXCR6 inh	CCR6 antagonist	UBC13 inh	APJ antagonist	APJ agonist	EBI2 antag	Gli-Sufu antag
> CNc1snc(C)c1C(=O)OCC(=O)c1ccc(OC)c(F)c1
 : -2	4	14	3	0	-2	-4	10
> CC(C)(C)c1ccc(CN2C(=O)c3ccccc3S2(=O)=O)cc1
 : 5	-2	24	0	-12	0	7	38

# Continuation.
# Every second line gives: ATG4B inh	CXCR6 inh	CCR6 antagonist	UBC13 inh	APJ antagonist	APJ agonist	EBI2 antag	Gli-Sufu antag
> NNc1nc2ccc(F)cc2s1
 : -7	4	28	8	-4	-4	19	-5
> Clc1ccc(Nc2ccc(NCc3ccccc3)nn2)cc1
 : 7	-4	0	13	-2	-1	63*	-14
> Cc1ccc(C2(C)NC(=O)N(CC(=O)NNC(=O)c3ccoc3C)C2=O)cc1 (centres undefined)
 : 0	8	2	3	13	3	-10	-6
> Cc1ccccc1NC(=O)Cc1c[nH]c2ccccc12
 : 6	-1	-1	0	9	3	4	55*
> Cn1c(=O)n(C)c2cc([N+](=O)[O-])c(N3CCN(C(=O)c4ccccc4Br)CC3)cc21
 : -7	-11	10	-40	8	-3	0	9
> COc1cccc(NC(=O)C(OC(=O)c2ccc([N+](=O)[O-])o2)c2ccccc2)c1 (centres undefined)
 : -21	-24	-25	-12	-14	6	8	-11
> CCOc1cccc2cc(C(=O)OCC(=O)Nc3c(C)cccc3CC)c(=O)oc12
 : 8	4	15	0	1	2	-7	-14
> N#C/C(=C(/O)CSc1ccccn1)c1nc2ccccc2s1
 : -7	-2	0	-20	-7	-1	-12	-2
> CCC(=O)N1CCCc2cc(S(=O)(=O)N3CCN(c4ncccn4)CC3)ccc21
 : -7	-7	18	-2	11	-1	-10	7
> Cc1ccc(N2C(=O)N(CC(=O)N3CCCc4ccccc43)C(=O)C2C)cc1 (centres undefined)
 : -8	-7	2	11	-12	-2	-3	1
> CCCCCCSc1cccc(-c2nc3cc(C)ccn3c2NC2CCCCC2)c1
 : 12	4	25	36	13	1	4	12
> CCCc1nnc(SCc2ccc(OC)cc2)n1N
 : -11	10	2	5	5	-3	2	-1
> COc1ccc(C(=O)NC2CC2)cc1OC1CCN(Cc2cnn(C)c2C)CC1
 : 4	-1	2	-3	-3	5	4	3
> O=C1CC(C(=O)N(c2cccc(F)c2)C(C(=O)NC2CCCC2)c2ccccn2)CS1 (centres undefined)
 : -5	0	-2	6	12	0	3	3
> COC(=O)C1(C)NC(c2cccs2)C2C(=O)N(c3ccccc3F)C(=O)C21 (centres undefined)
 : -7	-2	-12	-6	9	-2	2	-3
> CN(C)c1cc(-c2ccc(F)cc2)oc(=O)c1Cl
 : 7	-1	5	-1	27	1	-1	0
> O=C(O)c1ccc(/C=N/Nc2ccc(C(F)(F)F)cn2)cc1
 : -5	-8	8	.	.	.	-4	-105
> Cc1ccc(C(=O)CCC(=O)Nc2ccccc2C)c(C)c1
 : 5	-2	13	6	18	-4	-5	-9
> Cc1c(NC(=O)c2cnn3c2NC(c2ccco2)CC3C(F)(F)F)c(=O)n(-c2ccccc2)n1C (centres undefined)
 : 2	10	-3	-4	-24	-4	-6	-1
> CC(=O)Nc1ccc(S(=O)(=O)Nc2nnc(C(C)(C)C)s2)cc1
 : -3	-5	-1	-8	-2	-3	-14	4
> O=C(Nc1cccnc1)c1ccc([N+](=O)[O-])o1
 : -11	-19	-2	-11	-41	1	-8	-6

# Screens (PubChem)
